# Nrf2 activator = qHTS of Nrf2 Activators; AREc32 ARE-luciferase reporter (MCF7-derived line), luminescence, 24 h; Potency, µM (highest dose often 46.1 µM), for inactives: top-dose activation, usual class: activators; actives 0.31% (n = 410,000); note: potency is the fitted concentration of half-maximal effect; % of control where 0% means no effect; nearly all actives have a fitted effect of over 65% in size
#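 Each well held 1000 AREc32 cells, which were incubated with compound for 24 hr at 37 deg C after overnight attachment, and ARE reporter activity was quantified by firefly luciferase luminescence.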
# A549 viability = Nrf2 qHTS screen for inhibitors: counterscreen for cytotoxicity; A549 ARE-Fluc cells, CellTiter-Fluor viability, 18-24 h; Potency, µM (titrated, usually from 46 µM), for the others: at the top dose activity change, negative = cytotoxicity, actives largely listed as inhibitors; actives 0.16% (n = 390,000); AID 504648, 2011; note: potency is the fitted concentration of half-maximal effect; % is set by controls: 0 for no effect and ±100 for the full control effect
#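 Cytotoxicity counterscreen: CellTiter-Fluor fluorescence was measured in A549 ARE_Fluc cells after 18-24 h of compound exposure in a concentration series. The subsequent BugLite luminescent read reports ARE-luciferase activity.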
# IL-2 act = qHTS of IL-2 Activators. IL-2 activation reporter assay, cell-based qHTS; stimulated with anti-CD3/CD4/CD28 beads; in transgenic mouse T cells. activation, % (series mostly up to about 46 µM). actives 0.065% (n = 360,000); in the data active = activation above about 50%; inconclusive = mostly about 30% to 49%; note: 0% is about no effect
#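 First, unstimulated transgenic mouse T cells were exposed to compound for 60 min. Next, anti-CD3/anti-CD4-coated beads with anti-CD28 were added. Finally, after 18 h at 37 degrees C, EGFP and DsRed were imaged.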
# S2 tox = Viability Counterscreen for Primary qHTS for Inhibitors of ATXN expression; actives 0.49% (n = 400,000); S2 cells (HEK-293 line with an ATXN2-luciferase reporter) viability, CellTiter-Fluor protease fluorescence, 24 h; Potency, µM (top dose mostly 56.7 µM), actives largely listed as cytotoxic; AID 651635, 2014; note: potency is the fitted concentration of half-maximal effect; nearly all actives have a fitted effect of over 40% in size
# TGFb inhibitor = qHTS for Inhibitors of TGF-b; HepG2 CAGA-GFP TGF-b/SMAD3 reporter, GFP fluorescence, 18 h; TGF-beta stimulated, 500 pg/mL final; Potency, µM (highest dose often 46.1 µM), for the others: at the highest dose activity, negative = inhibition, hits mostly inhibitors; actives 1.2% (n = 410,000); AID 588855, 2011; note: potency is the fitted concentration of half-maximal effect; % is set by controls: 0 for no effect and ±100 for the full control effect; nearly all actives have a fitted effect of over 65% in size
#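 HEPG2 CAGA-GFP reporter cells (1000/well, DMEM with 1% FBS) received compounds, then recombinant TGF-beta at 500 pg/mL final for 18 hours at 37 degrees C. Per-cell GFP summed per well was normalised to unstimulated and stimulated DMSO controls before curve fitting.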
# EPAC2 ag = qHTS for Agonist of cAMP-regulated guanine nucleotide exchange factor 4 (EPAC2): primary screen. EPAC2 activation, biochemical qHTS; response scale: 100% = 6.5 mM cAMP response. Potency, µM (doses to about 154 µM), without a hit: at the top dose activation, most hits filed as activators. actives 0.079% (n = 360,000). AID 720711, 2013; note: potency is the fitted concentration of half-maximal effect; nearly all actives have a fitted effect of over 50% in size
# Target sequence (Q8WZA2 whole entry, looked up): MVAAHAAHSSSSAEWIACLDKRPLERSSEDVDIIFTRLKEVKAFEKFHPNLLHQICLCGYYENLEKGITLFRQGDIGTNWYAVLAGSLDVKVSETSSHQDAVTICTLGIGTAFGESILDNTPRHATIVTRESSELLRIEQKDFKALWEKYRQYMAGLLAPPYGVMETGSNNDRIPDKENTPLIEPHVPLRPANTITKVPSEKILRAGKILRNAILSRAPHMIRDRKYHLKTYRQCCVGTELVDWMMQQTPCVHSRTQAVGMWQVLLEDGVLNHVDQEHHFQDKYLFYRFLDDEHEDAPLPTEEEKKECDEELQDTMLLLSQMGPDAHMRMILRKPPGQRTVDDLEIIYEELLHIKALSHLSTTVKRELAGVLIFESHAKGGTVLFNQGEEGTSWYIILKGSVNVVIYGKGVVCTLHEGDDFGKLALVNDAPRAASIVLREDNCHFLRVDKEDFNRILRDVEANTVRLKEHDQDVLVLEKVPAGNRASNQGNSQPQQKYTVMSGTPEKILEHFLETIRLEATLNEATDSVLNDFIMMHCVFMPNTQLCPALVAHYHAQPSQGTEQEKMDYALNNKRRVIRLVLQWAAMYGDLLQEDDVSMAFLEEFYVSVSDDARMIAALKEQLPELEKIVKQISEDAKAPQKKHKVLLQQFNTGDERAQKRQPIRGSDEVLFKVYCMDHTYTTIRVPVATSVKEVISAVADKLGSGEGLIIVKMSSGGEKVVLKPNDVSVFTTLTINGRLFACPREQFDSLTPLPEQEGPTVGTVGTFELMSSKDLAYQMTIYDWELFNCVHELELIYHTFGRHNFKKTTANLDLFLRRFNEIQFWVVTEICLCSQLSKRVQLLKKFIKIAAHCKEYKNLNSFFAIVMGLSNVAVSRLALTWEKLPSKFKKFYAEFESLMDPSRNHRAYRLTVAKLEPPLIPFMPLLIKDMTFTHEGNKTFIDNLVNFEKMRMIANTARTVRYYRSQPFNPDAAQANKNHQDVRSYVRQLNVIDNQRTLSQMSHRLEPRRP
#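 Guanine nucleotide exchange by EPAC2 is measured as reduced fluorescence of BODIPY-GDP once it is released from 250 nM Rap1B. Plates are read kinetically for 30 min at room temperature; results are scaled to 6.5 mM cAMP.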
# HepG2 viability = qHTS for Inhibitors of TGF-b: Cytotox Counterscreen. actives 0.76% (n = 410,000). Potency, µM (doses to about 46.1 µM), for inactives: at the top dose activity change, negative = cytotoxicity, hits mostly cytotoxic. HepG2 CAGA-GFP viability, ATP luminescence, 18 h. AID 588856, 2011; note: potency is the fitted concentration of half-maximal effect; some results filed as inactive show a strong effect at the top dose
#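 HepG2 CAGA-GFP cells (1000/well, DMEM with 1% FBS) received compound, then TGF-beta at 500 pg/mL final, and were incubated 18 hours at 37 degrees C. Viability was read by CellTiter-Glo luminescence. Media-only wells were set as complete cell-killing and DMSO as no toxicity.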
# ATXN2 expr inh = Primary qHTS for Inhibitors of ATXN expression; actives 0.72% (n = 360,000); Potency, µM (highest dose often 57 µM), without a hit: top-dose activity change, negative = inhibition, usual class: inhibitors; HEK-293 ATXN2-luciferase reporter, luminescence, 24 h; note: potency is the fitted concentration of half-maximal effect; % is set by controls: 0 for no effect and ±100 for the full control effect; nearly all actives have a fitted effect of over 55% in size
#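 qHTS (up to 57 uM final) was run with 24 h compound exposure of reporter cells at 37 °C. Each well was multiplexed: SteadyGlo luminescence measured ATXN2-luciferase expression after a fluorogenic Gly-Phe-AFC viability readout (25 uM final).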
# Nrf2 block = Nrf2 qHTS screen for inhibitors; Potency, µM (doses to about 46 µM), for inactives: at the highest dose activity change, negative = inhibition, usual class: inhibitors; actives 2.1% (n = 360,000); A549 ARE-Fluc reporter, luciferase luminescence, 18-24 h; note: potency is the fitted concentration of half-maximal effect; % is set by controls: 0 for no effect and ±100 for the full control effect; nearly all actives have a fitted effect of over 60% in size
#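 Cells were seeded and rested 2 h, then exposed to compounds for 18-24 h. CellTiter-Fluor was read first as a viability measure. BugLite was added 15 min before the final luminescent read of ARE-luciferase activity in A549 cells.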
# Starred values were filed as active, the others as inactive; i = inactive; u = inconclusive; x = no result given; & = joins results of further samples; [ ] = dose if it differs, or a comment. Unless noted, calls come from the whole dose curve; as a rule, active = well fitted curve in the direction sought with a large enough effect; inconclusive = small, poorly fitted or top-dose-only effect, or another doubt; inactive = no such curve, though single readings can be large; an effect the other way counts as inactive or inconclusive. Rows are unselected; any-hit rate near 4.3%.
SMILES,Nrf2 activator,A549 viability,IL-2 act,S2 tox,TGFb inhibitor,EPAC2 ag,HepG2 viability,ATXN2 expr inh,Nrf2 block
Cc1cccc(NC(=O)c2ccc3c(=O)n4c(nc3c2)CCCCC4)n1,-0.9%,-4%,-0.4,i,u,1%,-40%,3%,u
COC(=O)c1sc2cnccc2c1N,-0.3%,1%,-0.9,i,0%,6%,-5%,8%,u
O=C1Nc2ccc(Br)cc2/C1=C/C(=O)c1ccc2c(c1)OCO2,u,1%,-1.0,20µM*,u,19%,-110%,x,-19%
Cc1cc2oc(C(=O)NCCc3ccc(S(N)(=O)=O)cc3)cc(=O)c2cc1C,-0.3%&0.0%,3%&0%,-0.6,i,-5%&18%,-2%,-15%&-3%,-27%&13%,10%&17%
O=C1c2ccccc2C(=O)N1CCSc1ncn[nH]1,-0.2%,-2%,-2.7,i,7%,-1%,-15%,-6%,-10%
Cc1csc2c(NCCCN3CCOCC3)ncnc12,3.1%,1%,-0.9,i,-10%,7%,6%,8%,10%
CC(C)Cn1c(CCC(N)=O)nnc1SC(C)C(=O)Nc1ccc2c(c1)OCO2 (configuration not stated),-0.8%,-2%,0.2,u,2%,7%,7%,4%,5%
CCCc1c(-c2cccc(Cl)c2)ncn1Cc1ccccc1OC,-0.1%,x,-0.5,u,x,3%,x,-35%,x
Cc1c(C(=O)NCc2cccnc2)oc2ccc(S(=O)(=O)N3CCCC(C)C3)cc12 (configuration not stated),0.0%,3%,-0.2,i,-12%,-15%,-39%,u,u
CCc1ccc(NC(=O)Nc2ccsc2C(=O)OC)cc1,13µM*,-17%,0.4,i,0%,7%,-19%,74%[activator],u
Cn1nccc1-c1ccc(C(=O)Nc2cccc(NS(C)(=O)=O)c2)c2occc12,6.9%[9.22 µM],x,-0.5,i,7%,5%,-22%,12%,x
CCN1CCN(C(=O)CCn2c(=O)c3cccn3c3cccnc32)CC1,0.4%,0%,4.1,i,16%,7%,-6%,11%,6%
CC(NC(=O)Cn1cnc2c1c(=O)n(C)c(=O)n2C)c1ccccc1 (configuration not stated),-0.5%,-4%,-3.6,i,u,5%,6%,-2%,7%
CCCC(c1nnnn1CS(=O)(=O)c1ccc(C)cc1)N1CCN(c2ccccc2)CC1 (configuration not stated),-0.7%,5%,-3.0,i,26%,9%,-14%,6%,-1%
CC(C)CC(NC(=O)C1CCC(C)CC1)C(=O)Nc1ccccc1F (configuration not stated),-0.3%,-1%,-0.4,i,-1%,-12%,-1%,1%,0%
CN(C)S(=O)(=O)c1ccc(C(=O)NCCN=C2NS(=O)(=O)c3ccccc32)cc1,0.2%,-4%,-0.3,i,2%,5%,12%,4%,-17%
CCOc1ccc(-c2nnn(CCC(=O)O)n2)cc1OC,-0.4%,0%,0.6,i,u,-4%,-3%,1%,11%
CN(CC(=O)NCCc1ccc(Cl)cc1)S(=O)(=O)c1ccc2c(c1)c(=O)n(C)c(=O)n2C,0.5%,-3%,-2.9,i,-4%,4%,-30%,-12%,-10%
Cc1ccccc1-n1c(=O)[nH]c(=O)c2c(N)c(C(=O)c3ccc(Cl)cc3)sc21,3.3%,3%,-0.9,i,11%,-4%,2%,7%,u
CCOC(=O)c1cc(CC)sc1NC(=O)C1CC1,0.3%,3%,-1.7,i,9%,6%,-19%,-4%,6%
COc1cc(/C=C/C(=O)O)cc(Br)c1O,-0.4%,-4%,-0.6,i,-13%,0%,20%,2%,-9%
C=CCc1cccc2cc(C(=O)N(CC)CC)c(=O)oc12,-0.1%,x,-1.3,i,-10%,4%,10%,1%,10%
COc1ccc(NC(=O)C2CCCN2C(=O)Nc2ccc(OC)cc2)cc1 (configuration not stated),1.6%,-8%,-0.5,i,7%,-2%,-7%,6%,5%
COCCNC(=O)c1onc(CSc2cc(C)ccc2C)c1C(=O)O,-1.6%,12%,0.8,i,-1%,2%,-11%,135%[activator],7%
CC1CCCCC12NC(=O)N(CC(=O)NCc1ccco1)C2=O (configuration not stated),0.0%,1%,-0.6,i,29%,5%,2%,x,4%
# (listing goes on)
SMILES,Nrf2 activator,A549 viability,IL-2 act,S2 tox,TGFb inhibitor,EPAC2 ag,HepG2 viability,ATXN2 expr inh,Nrf2 block
COc1ccccc1NC(=O)CSc1ccc(-c2cccs2)nn1,0.4%,-5%,0.4,i,7%,5%,-12%,-13%,u
CC(C)OC(=O)CSc1nnc(-c2ccc([N+](=O)[O-])cc2)o1,-0.5%,-8%,-0.2,i,-1%,9%,-17%,-10%,1%
Cc1ccc(CNC(=O)CCC(=O)Nc2nnc(C3CCCCC3)s2)cc1,0.0%,0%,-0.1,i,0%,6%,3%,-10%,9%
Cc1noc(C)c1CSc1nnc2scc(-c3ccc(Cl)cc3)n12,0.2%,4%,3.5,i,42%[activator],-9%,-32%,-4%,x
CCOc1ccc(CNC(=O)c2ccc3c(c2)c(C)c(C)n3C)cc1,3.6%,-10%,x,x,0%,x,-11%,x,-12%
Cc1ccc(Cl)c(OCC(=O)NN2CCN(C)CC2)c1,-0.5%,7%,0.4,i,u,2%,-9%,0%,-4%
O=C(O)C(Cc1ccnc2ccccc12)=NO,4.9%,-2%,0.7,u,-3%,1%,0%,7%,-6%
COc1ccccc1-c1nc2n(n1)C(c1ccccc1Cl)C(C(=O)Nc1cccnc1)=C(C)N2 (configuration not stated),3.3%,8%,x,i,1%,x,1%,2%,-7%
O=C(CCN1CCN(CCO)CC1)Nc1ccc(F)c(F)c1,0.2%,1%,1.0,i,5%,-7%,2%,2%,5%
O=C(COC(=O)c1ccco1)Nc1nnc(-c2ccccc2)o1,0.7%,-1%,0.1,i,3%,8%,-11%,-7%,3%
C/C(N)=C(/C#N)C(=O)COC(=O)CC1CCCC1,4.7%,0%,-0.9,i,-3%,2%,7%,1%,-5%
O=C(O)C(=O)/C(=C\c1ccc(Cl)cc1)c1ccc2ccccc2n1,9.1%,-3%,-0.5,x,-2%,-40%[inhibitor],0%,72%[activator],u
O=C(NC1CCCC1)C(c1ccc(Cl)cc1)N1CCOCC1 (configuration not stated),1.1%,-1%,1.6,i,15%,6%,4%,0%,19%
Cc1c(CCOC(=O)c2cc([N+](=O)[O-])cc([N+](=O)[O-])c2)sc[n+]1CCCCS(=O)(=O)[O-],-0.8%,-1%,0.6,i,-11%,5%,-6%,-33%,3%
Cc1nn(CCC(N)=S)c2nc(-c3cccs3)cc(C(F)(F)F)c12,3.2%,-4%,0.3,i,-1%,-14%,-13%,-2%,u
CCc1cccc(C)c1NC(=O)CN(C)Cc1ccc(Br)cc1,-1.1%,-1%,-2.2,i,-9%,3%,-3%,-23%,-28%
COc1cc(/C=C(\C#N)c2ccccn2)ccc1OCC(=O)Nc1cccc(C(F)(F)F)c1,0.1%,4%,-1.6,i,26%,24%,17%,-19%,2%
COc1cc(C(=O)OC(C)C(=O)NC(=O)NC2CCCCC2)ccc1OC(F)F (configuration not stated),3.9%,6%,-0.5,x,-8%,-5%,-19%,x,u
O=C(O)COc1ccc(Oc2ccccc2)cc1,-0.2%,-7%,-0.4,i,u,10%[15.6 µM],19%,-10%,u
Cc1ccc(-c2nnc(SCC(=O)Nc3cccnc3Cl)n2N)cc1,-0.7%,13%,0.2,u,-19%,-4%,-12%,x,10%
Cc1cc(=O)oc2cc(N3C(=O)CC(Cc4ccccc4)C3=O)ccc12 (configuration not stated),-1.1%,-8%,-0.6,i,1%,0%,-10%,-3%,-10%
O=C(O)C1(c2ccccc2)CCN(S(=O)(=O)c2ccc(Br)cc2)CC1,0.1%,-7%,-2.7,i,0%,-1%,1%,7%,u
O=C(Nc1cc(Cl)ccc1C(=O)O)c1ccc(CN2C(=O)c3ccccc3C2=O)cc1,-0.2%,-3%,0.2,i,-12%,-6%,-4%,-23%,-2%
O=C(CN1C(=O)NC(c2ccc(F)cc2)C1=O)Nc1ccc2c(c1)OCCO2 (configuration not stated),0.0%,9%,0.2,u,10%,13%,10%,x,-21%
NS(=O)(=O)c1cccc(NC(=O)c2cccc(-c3ccc(O)cc3)c2)c1,6.0%,-11%,-2.4,i,-21%,16%,-22%,-8%,-15%
O=C(CCN1C(=O)C2C3C=CC(C3)C2C1=O)Nc1ccccc1 (configuration not stated),0.3%,15%,-2.6,i,-5%,10%,-5%,5%,13%
O=C(NCc1nnc(SCC(=O)N2CCCC2)o1)c1ccc(F)cc1,0.3%,8%,0.0,i,5%,4%,-7%,0%,7%
CCN(C(=O)COC(=O)c1ccc(Cl)cc1N)C1CCCCC1,-0.1%,1%,-2.4,i,-5%,1%,-16%,-6%,1%
CCOC(=O)N1CCC(NC(=O)c2ccc3c(c2)ncn3C2CCCC2)CC1,1.6%,12%,0.2,i,-17%,8%,-34%,6%,1%

# Screens from PubChem BioAssay.
